# Screening results (PubChem BioAssay)
# SUMO1-SIM PPI – modulators of SUMO1 protein-protein interactions, primary screen, biochemical, uHTS; inhibition, % at 20 µM; hit rate 0.33% among 360,000; SUMO1 binding to a labelled peptide, TR-FRET, 1 h; in the data active = inhibition above about 37%
# MsrA act – bovine MsrA enzyme activators, primary screen, biochemical, absorbance, HTS; Methionine sulfoxide reductase A (Bos taurus); purified bovine MsrA, absorbance read-out; activation, % at 10.6 µM; hit rate 0.3% among 360,000; in the data active = activation above about 7.5%;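 also: 0% = vehicle and 100% = reference activator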
# Scp1 inh – Scp-1 phosphatase inhibitors, primary screen, biochemical, colorimetric, uHTS; hit rate 0.88% among 340,000; Carboxy-terminal domain RNA polymerase II polypeptide A small phosphatase 1 (Homo …; Recombinant Scp1, phosphopeptide, malachite green phosphate absorbance; AID 493091, 2011; inhibition, % at 20 µM;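 active = inhibition above about 50% at 20 µM, limit read from the data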;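 also: plate controls were DMSO wells with enzyme for no effect and wells lacking enzyme for full effect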
#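 Incubation: 45 min enzyme reaction at room temperature / System: truncated SCP-1 phosphatase (76-261aa) / Reagent: Phospho 17-mer peptide substrate / Buffer or medium: Acidic Tris acetate buffer with magnesium and detergent / Signal: absorbance at 630 nm / Doses: one concentration, 20 µM, with 1.0% DMSO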
# MsrA inhibitor – bovine MsrA enzyme inhibitors, primary screen, biochemical, absorbance, HTS | Methionine sulfoxide reductase A (Bos taurus) | purified bovine MsrA, absorbance read-out | inhibition, % at 15.5 µM | hit rate 0.75% among 360,000 | AID 651718, 2012; in the data active = inhibition above about 4.5%;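 also: 0% = vehicle wells with enzyme and 100% = reference inhibitor wells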
# Tb MetRS inh – T. brucei MetRS inhibitors, primary screen, biochemical, luminescence; purified T. brucei MetRS, ATP depletion, Kinase-Glo luminescence; inhibition, % at 11.9 µM; methionyl-tRNA synthetase (Trypanosoma brucei brucei); hit rate 0.4% among 360,000;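 active = inhibition above a per-plate cutoff of the control wells' mean inhibition plus 3 SD, cut at about 5.5% in these data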;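 also: 0% = DMSO wells median and 100% = median of wells with control inhibitor compound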
#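 Test system – parasite MetRS enzyme · Reagent – substrates ATP, L-methionine and bulk Escherichia coli tRNA · Doses – 11.9 µM compound single dose, 0.9% DMSO · Times – 15 min enzyme-compound preincubation, 2 h reaction, 10 min detection, 25 °C · Signal – Kinase-Glo luminescence, ATP depletion format · Controls – DMSO-only wells as low control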
# LMPTP inh – LMPTP phosphatase inhibitors, primary screen, biochemical, fluorescence intensity, uHTS | Low molecular weight phosphotyrosine protein phosphatase (Homo sapiens), P24666 | recombinant LMPTP-A, OMFP fluorogenic substrate | inhibition, % at 20 µM | hit rate 0.22% among 360,000 | AID 651560, 2012;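 active = compounds that cut the enzyme signal by at least half of the control window in the single-dose screen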;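 also: plate controls were DMSO wells with enzyme plus substrate for no effect and substrate without enzyme for full effect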
#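 Test system: LMPTP-A phosphatase enzyme; input: 0.625 nM LMPTP-A final; reagent: OMFP substrate, 400 µM final; compound dosing: 20 µM single dose, 3% DMSO; incubation: 50 min dark incubation at room temperature; measured by: endpoint fluorescence intensity from OMFP dephosphorylation; measure: % inhibition relative to no-enzyme and uninhibited control wells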
# eLon inh – inhibitors of E. coli Lon protease, primary screen, biochemical, fluorescence polarization. purified E. coli Lon protease. hit rate 0.42% among 360,000. AID 602123, 2011. inhibition, % at 7.94 µM; in the data active = inhibition above about 13%, passing the limit was not always enough;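 also: 0% = enzyme with probe and DMSO and 100% = no enzyme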
# CendR NRP1 mod – modulators of CendR peptide binding to NRP-1, primary screen, biochemical, fluorescence polarization, uHTS; inhibition, % at 25 µM; AID 602438, 2012; FAM-RPARPAR peptide binding to NRP-1; Neuropilin-1 (Homo sapiens), O14786; hit rate 0.85% among 360,000;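 active = inhibition or corrected inhibition above about 18%, plus a signal ratio from 0.5 to 1.5, limit read from the data, passing the limit was not always enough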; also: strong numbers were not always called active
# DNMT1 block – human DNMT1 methyltransferase inhibitors, primary screen, biochemical, molecular beacon, fluorescence, HinP1I cleavage, uHTS. DNA (cytosine-5)-methyltransferase 1 (Homo sapiens), P26358. inhibition (reported as % activation of signal), % at 10 µM. hit rate 0.83% among 360,000. AID 588458, 2011; in the data active = inhibition above about 50%
# Target sequence (P26358 504-1616 limits assumed): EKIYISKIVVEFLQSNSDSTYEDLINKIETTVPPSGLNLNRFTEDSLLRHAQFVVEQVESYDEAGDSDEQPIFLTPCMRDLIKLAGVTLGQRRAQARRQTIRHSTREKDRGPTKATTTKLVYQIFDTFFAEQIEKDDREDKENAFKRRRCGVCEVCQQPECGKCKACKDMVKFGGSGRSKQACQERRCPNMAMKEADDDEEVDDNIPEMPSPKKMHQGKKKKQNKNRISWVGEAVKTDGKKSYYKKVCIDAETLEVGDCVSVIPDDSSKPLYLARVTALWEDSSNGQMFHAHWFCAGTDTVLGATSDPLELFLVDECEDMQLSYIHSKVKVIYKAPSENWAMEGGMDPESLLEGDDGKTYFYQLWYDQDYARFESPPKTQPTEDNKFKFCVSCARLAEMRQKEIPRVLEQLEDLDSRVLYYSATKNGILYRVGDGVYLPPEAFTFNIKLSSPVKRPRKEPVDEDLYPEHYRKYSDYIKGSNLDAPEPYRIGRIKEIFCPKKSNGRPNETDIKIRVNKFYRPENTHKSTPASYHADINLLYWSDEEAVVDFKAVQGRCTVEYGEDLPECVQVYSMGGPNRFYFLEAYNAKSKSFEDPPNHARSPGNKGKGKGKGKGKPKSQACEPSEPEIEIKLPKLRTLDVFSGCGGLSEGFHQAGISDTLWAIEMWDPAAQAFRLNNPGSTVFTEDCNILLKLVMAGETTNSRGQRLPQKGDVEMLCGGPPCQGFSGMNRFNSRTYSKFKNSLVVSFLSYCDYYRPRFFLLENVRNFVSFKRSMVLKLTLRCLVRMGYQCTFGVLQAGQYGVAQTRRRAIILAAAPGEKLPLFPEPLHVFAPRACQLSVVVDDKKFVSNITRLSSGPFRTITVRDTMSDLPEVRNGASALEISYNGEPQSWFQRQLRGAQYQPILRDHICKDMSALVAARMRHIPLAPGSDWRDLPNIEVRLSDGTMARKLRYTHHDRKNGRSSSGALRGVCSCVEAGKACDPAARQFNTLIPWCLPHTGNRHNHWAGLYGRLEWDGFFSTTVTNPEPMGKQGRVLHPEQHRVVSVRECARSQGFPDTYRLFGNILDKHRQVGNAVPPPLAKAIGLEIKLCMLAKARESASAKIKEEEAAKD
# STEP block – STEP phosphatase inhibitors, primary screen, biochemical, fluorescence intensity, uHTS; Tyrosine-protein phosphatase non-receptor type 5 (Homo sapiens), P54829; recombinant STEP, OMFP fluorogenic substrate; hit rate 0.25% among 360,000; inhibition, % at 20 µM;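 active = inhibition at 20 µM, scaled per plate between control wells, above about 37%, limit read from the data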;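 also: 0% = DMSO with enzyme and substrate and 100% = substrate only without enzyme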
#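 Measure: Control-normalized % inhibition with plate pattern correction | Test system: STEP phosphatase, cell-free reaction | Medium: pH 6.0 Bis-Tris with DTT and Tween 20 | Technique: Fluorescence, 480/540 nm | Times: Reaction 20 min, ambient temperature | Doses: Single compound dose of 20 µM, 1% DMSO final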
# An asterisk follows results filed as active; x = not tested or not shown.
SMILES,SUMO1-SIM PPI,MsrA act,Scp1 inh,MsrA inhibitor,Tb MetRS inh,LMPTP inh,eLon inh,CendR NRP1 mod,DNMT1 block,STEP block
CCn1c(=O)c(=O)[nH]c2cc(C(=O)NC3CC3)ccc21,7,-8,-4,1.5,-0.1,0.1,5,-1,-1,-8
COc1cc(C(=O)NCCc2cn3ccccc3n2)cc(OC)c1OC,1,-6,-1,0.6,-0.5,-0.1,-4,1,5,-2
CC(=O)NC1C(=O)N=C(SCC(=O)Nc2c(C)cccc2C)NC1=O (stereo unspecified),2,-1,-5,1.4,-0.5,-0.9,-1,1,-1,1
CC(=O)c1ccc(S(=O)(=O)NCc2ccc(C(=O)N(C)CC(=O)Nc3cccc(F)c3)cc2)cc1,1,-3,-5,1.5,-0.2,0.2,0,14,-6,0
Cc1[nH]c(C)c(S(=O)(=O)N2c3ccccc3CC2C)c1C(=O)N1CCCCC1 (stereo unspecified),1,-3,-8,0.8,0.1,0.1,0,-2,1,0
CNC(=S)NNC(=O)Cc1ccc(OC)cc1,-3,-2,4,-0.4,0.0,-1.1,5,-3,2,1
Cn1ncc([N+](=O)[O-])c1C(=O)Nc1ccn(Cc2ccccc2F)n1,-7,0,-8,-0.8,0.2,0.7,8,5,-6,2
CCn1c(SCC(=O)c2ccc(Cl)cc2)nnc1-c1ccoc1C,39*,-2,-2,1.3,-0.9,-0.5,-6,3,0,1
C[C@@H]1CNC(=O)c2c(C(=O)NC3CCN(C(=O)OC(C)(C)C)CC3)ncn21,0,-3,x,-0.1,-1.3,-0.4,5,15,2,-2
Cc1ccc(C(C)NC(=S)NC2CCCCC2)cc1C (stereo unspecified),-1,-4,x,-0.1,-0.3,1.7,-3,-1,3,3
COCCCn1c(C(=O)NCCC2=CCCCC2)cc2c(=O)n3cccc(C)c3nc21,-39,-1,-10,-0.9,-0.5,0.5,0,-4,2,-1
COC(=O)c1ccc(N2C(=O)C3C4C=CC(CC4)C3C2=O)cc1 (stereo unspecified),1,-9,-2,-1.1,-1.9,-1.7,-8,-1,1,-2
COc1ccccc1N1CCN(C(=O)c2cccc(N3C(=O)NC4CC3(C)Oc3c(OC)cccc34)c2)CC1 (stereo unspecified),3,-3,-7,-0.9,0.3,1.2,5,7,2,1
CCCSC1=C(C#N)C(c2cccs2)C(C(=O)Nc2ccccc2)=C(C)N1 (stereo unspecified),-4,0,-2,0.0,0.8,8.2,2,0,-7,3
O=C(CCN1CCN(C(c2ccccc2)c2ccccc2)CC1)N/N=C/c1ccc(O)cc1,-2,3,-11,-0.2,0.1,4.2,0,-6,-5,6
O=S(=O)(Nc1ccccc1N1CCOCC1)c1ccccc1C(F)(F)F,6,-2,0,0.2,-0.4,0.6,-6,-13,3,-1
Nc1ccc(Oc2ccc3c(c2)OCO3)cc1,-3,-2,-5,-0.5,-1.0,-1.4,0,0,0,3
Cc1ccccc1NC(=O)CN1CCC(n2nnc3ccccc32)CC1,-4,-11,11,-0.3,-1.0,0.0,-6,-3,1,-2
O=C(NCCOc1ccccc1)c1cc([N+](=O)[O-])ccc1N1CCOCC1,-25,-3,0,0.8,-0.3,1.0,-1,1,-2,-1
COC(=O)c1cc(C(=O)OC)cc(N2C(=O)CC(NNC(=O)c3ccc(C)cc3)C2=O)c1 (stereo unspecified),8,-4,2,0.0,0.4,-1.3,-3,-2,-11,1
Cc1[nH]c2c(C)cccc2c1CCNC(=O)c1ccc2c(c1[N+](=O)[O-])C(=O)c1ccccc1C2=O,6,-1,-8,0.8,-0.5,2.3,0,5,-2,6
CNC(=S)N(Cc1ccc(OC)cc1)C1CC(=O)N(c2ccc(OC)cc2)C1=O (stereo unspecified),-1,-7,5,0.1,-0.9,-0.3,-2,0,-2,-6
CC(Nc1cc(C)cc(C)c1)=[N+](C)CCNS(=O)(=O)c1ccc(Cl)cc1,0,-2,16,0.1,-0.3,-0.9,-5,7,2,-1
Cc1nn(C(=O)CCC(=O)NCCc2ccccc2)c2ccccc12,8,-2,-10,0.2,0.3,-0.9,-4,5,-1,2
Cc1c(C(=O)OCC(=O)NCC2CCCO2)cccc1[N+](=O)[O-] (stereo unspecified),-7,-9,0,-0.9,-0.6,2.2,2,3,7,-2
COc1ccc(CCNC(=O)C2CCN(Cc3nc(-c4ccc(Cl)cc4)oc3C)CC2)cc1OC,-2,-8,-5,-0.6,-0.5,-0.8,1,-1,0,-2
Cc1ccccc1-n1c(SCc2c(C)noc2C)nnc1-c1cccnc1,-2,0,0,0.1,-0.9,0.6,63*,16,4,-8
CCOC(=O)COc1c(Br)cc(/C=C2\SC(=O)N(CC(=O)N3CCCC3)C2=O)cc1OC,-16,0,-7,1.0,-0.1,1.5,-5,1,-3,1
COc1ccc(Cl)cc1NC(=S)NCCc1ccc(S(N)(=O)=O)cc1,-2,-3,3,0.5,0.7,0.0,1,7,0,2
N#CC1=C2SCN(Cc3ccco3)CN2C(=O)CC1c1cccc2ccccc12 (stereo unspecified),3,2,-2,-1.1,-0.4,4.2,-15,-8,-12,2
CCN(CC)CCCn1c2c(c(SCC(=O)Nc3cccc(C)c3C)nc1=O)CCC2,-2,-6,2,0.1,-0.4,0.6,8,7,2,0
COCCNC(=O)Cn1cnc2c(cnn2-c2ccc(OC)cc2)c1=O,8,-1,-1,-0.3,1.3,0.6,-5,-6,5,1
Cc1ccc(-n2[nH]c(C)c(/C=N/c3cccc(C)n3)c2=O)cc1,-25,-1,-7,1.7,-3.1,-0.6,0,-8,-4,-2
CCCN(CC(=O)Nc1ccccc1C)C(=O)CCCOc1ccc(Br)cc1,-29,0,-15,0.3,0.2,-8.5,1,7,-6,-2
COc1ccccc1NC(=O)CCc1nnc2ccc(N3CCCCC3)nn12,-3,-3,-5,0.3,0.2,-0.5,-9,17,-1,-3
CC(=O)C1C(c2ccc(Cl)cc2)c2c(n[nH]c2C)CC1(C)O (stereo unspecified),-4,-1,-3,-0.4,-0.8,-1.3,19,-2,0,-2
O=C(Nc1nnc(-c2cccs2)o1)c1ccc(S(=O)(=O)N2CCOCC2)cc1,6,-6,-3,2.9,-0.3,-0.6,-4,-2,1,-2
Nc1ncnc2c1ncn2[C@@H]1O[C@H](CO)[C@@H](O)[C@H]1O,-1,-4,-12,-0.7,-1.2,-0.3,-9,7,1,-3
O=C(Nc1nc(-c2ccccc2)cs1)C1CCCCN1S(=O)(=O)c1ccccc1 (stereo unspecified),0,0,-10,-0.4,-0.1,3.4,0,-10,-7,2
O=C(CCCC(=O)NC1CCCCC1)Nc1ccc([N+](=O)[O-])cc1,-17,-5,4,2.1,-0.3,0.3,5,12,0,-5
O=C(NCC1CCCO1)c1cc2ccccc2cc1O (stereo unspecified),-13,1,0,0.4,0.3,0.7,6,6,1,-1
O=C(O)c1ccc(OC2CSC2)cc1,6,0,3,-0.2,0.6,1.9,-6,4,2,4
COc1cc(/C(C)=N/NC(=O)c2ccc(CSc3nncn3C)cc2)cc(OC)c1OC,10,3,-5,1.1,0.0,-1.0,9,-12,-1,0
COc1cc(NC(=O)CSc2nnnn2-c2ccccc2)cc(OC)c1OC,0,-1,-2,-0.9,0.0,5.8,-1,6,0,1
NCCCCCc1cn([C@@H](CO)C(=O)NCCCCCCCCCCC(=O)N2CCNCC2)nn1,-28,-2,-8,-0.3,-0.2,-4.9,-14,3,15,-1
O=c1c2ccccc2n2c(-c3cccc(Cl)c3)nnc2n1Cc1ccccc1,-4,-2,-6,0.1,-0.6,3.4,-7,13,3,2
Cc1ccc2c(c1)N(CC(=O)O)C(=O)CO2,-1,-2,0,0.5,0.2,-0.8,-1,4,-3,0
Oc1cc2c(cc1C(c1ccc(Cl)c(Cl)c1)N1CCCC1)OCO2 (stereo unspecified),7,-2,-5,1.6,1.5,6.2,-5,-1,-1,-2
CC1(C(=O)NS(=O)(=O)Cc2cccc(Cl)c2)CCN1C(=O)C/C=C/c1ccccc1 (stereo unspecified),7,-2,x,-1.3,-0.1,-0.3,1,8,5,3
Cc1ccc(/C(O)=C2\C(=O)C(=O)N(c3cc(C)on3)C2c2cccc(Cl)c2)cc1 (stereo unspecified),-9,1,-12,0.3,-0.1,-1.6,-5,20,2,4
CCN(CC(=O)NCC1CCCO1)S(=O)(=O)c1ccc2ccccc2c1 (stereo unspecified),2,-3,-8,0.3,1.6,-0.6,4,-12,-6,-1
Oc1cccc(C2c3[nH]c4ccccc4c3CCN2Cc2ccc3c(c2)CCO3)c1 (stereo unspecified),-8,-6,2,-0.9,-0.6,1.2,-2,-3,-5,-3
COc1c(S(=O)(=O)N2CCN(C(=O)c3ccco3)CC2)ccc(Cl)c1Cl,2,-1,-5,-0.8,0.8,-0.3,-8,4,1,-2
O=C(Cc1ccc(NC(=O)C2CCCN(C(=O)C3CC3)C2)cc1)Nc1cccc(C(=O)N2CCCC2)c1 (stereo unspecified),-3,-4,0,-1.5,-0.2,-1.4,4,-5,3,-3

# 5 structures out of the list, arranged by molecular weight, ascending:
SMILES,SUMO1-SIM PPI,MsrA act,Scp1 inh,MsrA inhibitor,Tb MetRS inh,LMPTP inh,eLon inh,CendR NRP1 mod,DNMT1 block,STEP block
Cc1ccc2c(c1)N(CC(=O)O)C(=O)CO2,-1,-2,0,0.5,0.2,-0.8,-1,4,-3,0
Oc1cc2c(cc1C(c1ccc(Cl)c(Cl)c1)N1CCCC1)OCO2 (stereo unspecified),7,-2,-5,1.6,1.5,6.2,-5,-1,-1,-2
CCN(CC(=O)NCC1CCCO1)S(=O)(=O)c1ccc2ccccc2c1 (stereo unspecified),2,-3,-8,0.3,1.6,-0.6,4,-12,-6,-1
Cc1ccc(/C(O)=C2\C(=O)C(=O)N(c3cc(C)on3)C2c2cccc(Cl)c2)cc1 (stereo unspecified),-9,1,-12,0.3,-0.1,-1.6,-5,20,2,4
COc1c(S(=O)(=O)N2CCN(C(=O)c3ccco3)CC2)ccc(Cl)c1Cl,2,-1,-5,-0.8,0.8,-0.3,-8,4,1,-2
